Compound activity deposited in PubChem by several laboratories.
zfTRPN1 agonist = activates the zebrafish TRPN1 channel; 220,000 tested, 0.18% active; HEK293 zebrafish TRPN1-YFP, Fluo-8 calcium fluorescence; 100% = response to 87 µM carbachol; activation, % at 3 µM; AID 1424;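 active means activation above its plate's cutoff, the mean activation of test wells on that plate plus 3 SD, cut at about 19% in these data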;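 further: 0% = DMSO alone and 100% = 87 µM carbachol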
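Material: zebrafish TRPN1-YFP in HEK293 cells; Doses: single test compound dose, 3 µM nominal, 0.3% DMSO; Timing: dye loading 1 h at 37 °C, then 30 min room temperature; Technique: intracellular calcium fluorescence with Fluo-8; Benchmarks: high carbachol 87 µM, low DMSO alone.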
Furin inhibitor = human furin inhibition; inhibition, % at 30 µM; purified furin, fluorogenic substrate cleavage; 220,000 tested, 0.061% active; P09958; in the data active means inhibition above about 25%; further: inactives centre near -15
Calpain2 inh = blocks pig calpain II enzyme activity | 220,000 tested, 0.37% active | purified calpain II, fluorogenic peptide substrate, 30 min | inhibition, % at 16 µM;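 active means inhibition above about 50%, limit read from the data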
Tb hexokinase = blocks Trypanosoma brucei hexokinase 1 activity; recombinant TbHK1, G6PDH-coupled NADH A340; inhibition, % at 10 µM; 220,000 tested, 0.11% active;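 active means inhibition of 50% or more in the single-dose primary screen; inactive means inhibition below 50%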
TRPML3 agonist = activates the human TRPML3 channel; 220,000 tested, 0.29% active; Q8TDD5; HEK293 TRPML3-YFP, Fluo-8 calcium fluorescence; 100% = the carbachol control signal; activation, % at 3 µM;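 active means activation above its plate's cutoff, the mean activation of the plate's test wells plus 3 SD, cut at about 12% in these data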;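 further: 0% = DMSO only wells and 100% = carbachol wells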
Target sequence (Q8TDD5 whole entry, looked up): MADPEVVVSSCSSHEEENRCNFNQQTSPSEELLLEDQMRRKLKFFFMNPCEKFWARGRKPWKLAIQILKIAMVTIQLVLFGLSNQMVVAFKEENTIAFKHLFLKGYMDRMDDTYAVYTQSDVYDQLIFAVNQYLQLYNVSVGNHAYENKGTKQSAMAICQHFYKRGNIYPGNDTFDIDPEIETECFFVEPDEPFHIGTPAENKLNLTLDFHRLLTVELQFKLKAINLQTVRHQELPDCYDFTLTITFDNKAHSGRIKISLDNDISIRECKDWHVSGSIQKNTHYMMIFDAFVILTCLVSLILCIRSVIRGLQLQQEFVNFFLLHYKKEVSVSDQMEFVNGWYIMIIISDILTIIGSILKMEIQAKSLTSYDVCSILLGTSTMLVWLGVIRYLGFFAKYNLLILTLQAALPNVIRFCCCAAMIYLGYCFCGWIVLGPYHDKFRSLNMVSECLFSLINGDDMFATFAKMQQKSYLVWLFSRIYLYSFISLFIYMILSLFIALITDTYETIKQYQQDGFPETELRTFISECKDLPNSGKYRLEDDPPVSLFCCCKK
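Material: TRPML3-YFP stable HEK293 cells | Dosing: One concentration, 3 µM nominal, 0.3% DMSO | Timing: 125 s total fluorescence read per well | Technique: Fluo-8 calcium dye fluorescence, ex 470-495, em 515-575 nm | Measure: Percent activation from peak-to-basal fluorescence ratio, scaled between DMSO and carbachol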
EBV gp42 inh = blocks Epstein-Barr virus glycoprotein 42 binding. Q1HVG2. inhibition, % (tested at 21.74 µM). Fluorescence polarization binding assay, mP read-out. 220,000 tested, 0.42% active; in the data active means inhibition above about 50%
Target sequence (Q1HVG2 whole entry, looked up): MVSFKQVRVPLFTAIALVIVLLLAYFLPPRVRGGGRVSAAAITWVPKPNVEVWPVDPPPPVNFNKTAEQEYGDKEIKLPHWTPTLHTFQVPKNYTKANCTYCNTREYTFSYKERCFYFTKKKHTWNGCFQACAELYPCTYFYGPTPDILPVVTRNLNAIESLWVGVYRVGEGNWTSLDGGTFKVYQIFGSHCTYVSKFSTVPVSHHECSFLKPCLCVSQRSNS
Thrombin inh = blocks human thrombin protease activity | inhibition, % at 5 µM | 220,000 tested, 0.26% active | AID 1046 | P00734 | alpha-thrombin, Boc-VPR-AMC fluorogenic substrate cleavage;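 active means inhibition at or above 40%; inactive means inhibition below 40%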;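 further: 0% = enzyme with no compound and 100% = wells without enzyme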
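Material: human alpha-thrombin enzyme / Medium: pH 7.5 Tris (50 mM) with NaCl 150 mM, Tween 20 0.05% / Compound: single-point dosing at 5 µM, 0.2% DMSO / Incubation: enzyme reaction carried out at room temperature / Detection: AMC fluorescence, 355/460 nm / Read-out basis: percent inhibition scaled between no-compound controls and no-enzyme blanks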
PPC-1+TRAIL kill = PPC-1 cancer cell killing with TRAIL present. PPC-1 cells + TRAIL, ATPLite viability luminescence. cell killing (% activity), % at 4 µM. 220,000 tested, 0.41% active. AID 1443;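 active means cell killing above 50% in the first pass at 4 µM, then a duplicate retest at 5 µM averaging 50% or more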;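 further: plate controls were cells with TRAIL plus DMSO for no effect and medium-only wells lacking cells for full effect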
Cl transport mod = modulates chloride dependent transport by human KCC2; Q9H2X9; KCC2 cells, thallium flux FluoZin-2 fluorescence; B-score of Tl+ flux slope (higher = more flux/activation; lower = inhibition) at 10 µM; 190,000 tested, 2.2% active; AID 1456;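 active means thallium flux slope and its plate-corrected score both differing from the plate sample mean at a set confidence after two filtering rounds, in either direction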;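 further: slope of fluorescence scaled to starting intensity during 10 to 20 s after thallium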
The depositor's hits bear a star; · = not tested or not shown; [ ] = dose if it differs, or a comment.

SMILES	zfTRPN1 agonist	Furin inhibitor	Calpain2 inh	Tb hexokinase	TRPML3 agonist	EBV gp42 inh	Thrombin inh	PPC-1+TRAIL kill	Cl transport mod
O=C(NCCc1ccc(Cl)cc1)C1CCN(C(=O)c2sccc2-n2cccc2)CC1	1.0	-19	27	-2	-0.1	5	0	-21	-1.1
COc1ccc(N=Nc2ccc(N)nc2N)cc1	-1.2	4	-11	-16	-0.2	-11	-2	14	-0.34
CCN(CC)C(=O)CN(c1cccc(OC)c1)S(=O)(=O)c1ccc(C)cc1	-0.6	-21[20 µM]	-10	-8	0.9	-9	2	-12	·
O=[N+]([O-])c1ccc(CN2CCSCC2)cc1	0.1	-17	0	-2	0.3	-1	-11	2	0.0089
CCC(C)n1nnc2c(=O)oc3ccccc3c21 (stereo not drawn)	0.0	-19	-19	-2	-0.2	-10	-1	8	-2.2
O=C(CSc1nc(C2CCCCC2)n(-c2ccccc2)n1)NCCN1C(=O)CSC1=O	-0.1	-3[20 µM]	19	-6	-0.9	2	5	-7	·
O=Cc1cn(CC(=O)N2CCCc3ccccc32)c2ccccc12	3.2	-29[20 µM]	28	-3	-0.6	-11	0	12	-2.1
CN(C)C(CNC(=O)Nc1cccc(Cl)c1)c1cccnc1 (stereo not drawn)	-1.0	-10[20 µM]	9	6	-0.2	-1	-7	24	-0.065
O=C(CN(Cc1ccccc1)S(=O)(=O)c1ccccc1)N/N=C/c1ccc([N+](=O)[O-])cc1	0.5	-9	-27	-4	0.6	5	4	19	0.25
CCOC(=O)c1sc(NC(=O)c2c(C)noc2C)c(C(=O)OCC)c1C	2.0	-24[20 µM]	·	0	1.0	·	·	·	0.062
N/C(=N\OC(=O)CCC1CCCC1)c1ccccn1	-0.1	-26	-4	1	-1.0	-8	3	8	-0.33
Cc1noc(C)c1CSc1ccc(Br)cc1	-0.7	0	-2	-3	-0.1	-13	-1	11	-0.66
CC1CCN(c2c(NCC3CCC(C(=O)NCCc4ccccc4)CC3)c(=O)c2=O)CC1 (stereo not drawn)	-2.1	-9	-1	-9	0.0	1	-5	14	-4.7*
Cc1ccc(C(=O)c2ccc(N3CCOCC3)c(F)c2)cc1	0.0	4[20 µM]	-1	-18	0.2	-15	2	21	0.14
O=C(CNc1ccc2ccccc2c1)N/N=C/c1ccccn1	0.3	-13	22	-11	-0.1	-2	-6	15	1
O=C(CCSCc1ccccc1Cl)N1CCN(c2ccccn2)CC1	1.2	-17[20 µM]	-21	-2	-0.9	4	-5	4	-1.4
Cc1noc(C)c1COC(=O)c1cc2c3ccccc3n(C)c2s1	-1.6	-3	-51	-19	0.0	-5	-9	17	-0.93
O=C(COC(=O)c1ccccc1Br)Nc1cc(S(=O)(=O)N2CCOCC2)ccc1N1CCCC1	-1.8	-13	11	-4	-0.5	-1	32	9	-0.71
CCN(CC)C(=O)CSc1nnc(-c2ccccn2)n1-c1ccccc1OC	0.3	-27	-23	-3	0.5	-11	4	12	0.036
O=C(Cc1ccccc1)N/N=C/c1ccc(-c2ccc([N+](=O)[O-])cc2)o1	3.2	-10	0	-3	1.2	-136	-4	17	-0.13
Cc1cc[n+](CC(=O)c2cc3ccccc3oc2=O)cc1	0.8	-17	-12	19	0.3	-5	1	-4	0.82
Cc1cc2oc(=O)cc(CSc3nc(N)cc(N)n3)c2cc1C(C)C	-0.7	0[20 µM]	-9	-9	0.1	-24	-10	3	0.23
COc1cccc(NC(=O)CSc2ncnc3c2oc2ccccc23)c1	0.9	-30	6	-16	0.5	-6	-7	11	-1.6
N#CC(c1cccc(Cl)c1)c1ncc(C(F)(F)F)cc1Cl (stereo not drawn)	-1.8	-14[20 µM]	7	0	-0.2	-1	-1	19	-0.19
COC(=O)CCc1nc2ccccc2nc1OC	1.8	-20	-85	-12	0.6	-7	-1	18	-0.078
O=C(CSc1nnc(-c2c[nH]c3ccccc23)o1)c1ccc(-c2ccccc2)cc1	0.4	-25	-24	-3	0.7	-12	-8	-3	0.59
Cc1ccc2cc(CN(Cc3ccco3)C(=O)NC3CCCCC3)c(=O)[nH]c2c1C	-2.0	-19[20 µM]	-21	-3	-0.2	6	-5	-4	0.76
O=C(CNC1CCCCC1)Nc1cc(S(=O)(=O)N2CCOCC2)ccc1Cl	0.6	-18	31	2	0.8	2	-4	0	-1.3
c1csc(Cn2c(-c3cccs3)nc3ccccc32)c1	-0.8	-17[20 µM]	-77	-11	-1.4	2	-6	5	-0.93
CC(CCc1ccco1)NC(=O)Cn1ncc2c1-c1ccccc1OC2 (stereo not drawn)	-2.1	-14	-5	-3	-0.1	-11	-2	21	-0.75
COc1ccccc1-n1cc(CN2CCCC(CO)(Cc3cccc(Cl)c3)C2)cn1 (stereo not drawn)	0.7	-27	-31	7	1.5	-9	-6	15	1.3
Clc1cccc(CON/C=N/c2ncnc3sccc23)c1	2.2	-3[20 µM]	13	0	-0.5	2	-6	14	·
Cn1c(=O)c(C(=O)Nc2ccccn2)c(O)c2ccccc21	-1.5	-23	-130	-25	0.5	-24	4	36	1.2
CC1=C(C#N)C(=O)NC(=O)/C1=C/c1ccc(-c2ccc(S(N)(=O)=O)cc2)o1	0.7	-21	-25	-35	0.2	-2	4	4	0.016
O=C(NC(=S)N1CCN(C2CCCCC2)CC1)c1ccccc1	0.7	-7	-9	-8	0.8	-5	-6	-2	35*
COc1cccc(C(C2=C(O)CC(C)(C)CC2=O)C2C(=O)CC(C)(C)CC2=O)c1 (stereo not drawn)	-1.2	-21	-1	20	0.3	-13	-2	11	0.11
Cc1nnc(NC(=O)CSc2nccn2-c2cccc(C)c2C)s1	1.1	-14	-29	-6	0.7	-6	-1	5	0.62
CC(=C/C(=O)O)/C=C/c1ccco1	-0.8	-7	4	-20	1.2	-7	-3	11	1.2
CCCSC1=NN2CCCC(=O)N=C2S1	0.0	-21	13	0	0.7	4	-11	13	0.078
C/C(=N/OC(=O)c1cccc(C(F)(F)F)c1)c1cnccn1	-0.1	-33	-1	-4	1.0	-1	3	15	0.87
O=C(CNC(=O)c1cccs1)N/N=C/c1c[nH]c2ccccc12	-0.5	-18	-17	-6	-0.2	3	14	10	-1.9
COC(=O)c1ccc2c(=O)n(CCCCCC(=O)NCc3ccc4c(c3)OCO4)c(=O)[nH]c2c1	-0.1	-26[20 µM]	-103	-6	0.4	-28	-1	-4	·
O=C(NCc1ccc(F)cc1)Nc1cccc(Cl)c1	2.1	-13	25	2	0.4	5	-13	18	-1
Nc1nc(Nc2ccccc2)sc1C(=O)c1ccccc1	-2.7	-11	9	-19	-1.5	4	-10	19	-1.2
COc1cc(CCC(=O)OCC(=O)Nc2ccccc2C#N)cc(OC)c1OC	1.8	-21	16	-2	0.7	5	-13	8	-0.54
COc1cccc(OC)c1OCCCCc1c(C)n[nH]c1C	1.4	-25	17	-6	-0.3	-7	2	·	0.71
CC1CN(S(=O)(=O)c2ccc(C(=O)Nc3sc4c(c3C(N)=O)CCN(C)C4)cc2)CC(C)O1 (stereo not drawn)	1.8	-26	-72	-14	0.2	-28	0	14	0.089
CC12CCC(C(N)=O)(C1Br)C2(C)C (stereo not drawn)	1.5	-1	6	36	1.1	-10	-1	21	-0.48
CCC(C)Nc1nc(OC(C(F)(F)F)C(F)(F)F)nc(OC(C(F)(F)F)C(F)(F)F)n1 (stereo not drawn)	-1.0	-16[20 µM]	-12	5	1.0	-13	4	30	-0.98
COCCNC(=O)CSc1nc2ccccc2c(=O)n1CCC(=O)N1CCN(c2ccccc2)CC1	-2.1	-25	-12	-5	-0.1	2	0	-2	-1
COc1ccc(N(Cc2cc3cc(OC)ccc3[nH]c2=O)S(C)(=O)=O)cc1	-0.8	-16	·	8	-0.9	·	5	12	0.69
COc1ccc(/C=C\C(=O)NCc2ccc3c(c2)cc(C)n3C)cc1OC	0.8	6	-14	-5	-0.1	-11	5	-2	0.073
CC[C@@H]1CC=C[C@H]2[C@H]1C(=O)N(Cc1ccccc1)[C@H]2c1ccc2ccccc2c1	·	3	31	9	·	-3	8	6	-0.044
Cc1cc(C(F)(F)F)nn1CC(=O)NCc1ccccc1	-1.2	-13[20 µM]	-6	-7	1.1	-19	1	27	0.2
C/C(CCc1ccc2c(c1)OCO2)=N\N=C1\NC(=O)CC(C(=O)Nc2ccccc2F)S1 (stereo not drawn)	0.1	-18	-6	0	0.5	12	4	-2	-0.61
CCOC(=O)c1nnc(-c2ccccc2)nc1Oc1ccc(Cl)cc1	0.2	-23[20 µM]	-44	4	0.2	-8	-11	-11	·
COc1ccc(CCN(C)C(=O)CSc2nc3ncc(Cl)cc3[nH]2)cc1OC	0.8	-24	-19	-5	-0.7	-8	-2	2	-0.28
COC(=O)Cc1cc(=O)[nH]c(/N=C(\N)Nc2ccccc2)n1	-0.4	-16[20 µM]	0	-4	0.0	4	-1	7	0.35
OCCC1CN(Cc2cccn2-c2nccs2)CCN1Cc1ccccc1 (stereo not drawn)	1.1	-16	-18	-5	0.9	3	2	-20	0.19
O=C(COC(=O)CCSc1ccc(Cl)cc1)NCc1ccccc1Cl	-0.4	4	18	6	-0.4	2	-1	-23	0.58
Remaining list, next part.
SMILES	zfTRPN1 agonist	Furin inhibitor	Calpain2 inh	Tb hexokinase	TRPML3 agonist	EBV gp42 inh	Thrombin inh	PPC-1+TRAIL kill	Cl transport mod
Cc1onc(-c2ccccc2)c1C(=O)NCC(O)c1ccccc1 (stereo not drawn)	1.7	-15	-10	-9	0.7	-11	3	6	-1.4
O=C(O)c1ccccc1Sc1c([N+](=O)[O-])cc(C(F)(F)F)cc1[N+](=O)[O-]	2.2	-13	-31	-1	0.6	-4	-7	4	-0.19
Cc1sc2ncnc(NCc3ccco3)c2c1C	3.0	-15	-50	-2	2.2	-3	1	7	-0.43
Cc1ccn(CCSCC(=O)O)n1	-0.1	-19	-16	-1	0.3	-4	-2	-16	0.47
O=C(C[N+]1(CC#Cc2ccccc2)CCOCC1)c1ccc(Cl)cc1	1.0	4	29	12	0.2	0	-6	12	-0.9
NC(=O)c1c(NC(=O)Cc2cccs2)sc2c1CCC2	0.2	-6[20 µM]	-9	-6	0.1	-12	-10	1	-0.73
CCSc1nnc2nc(C)cc(C)n12	0.1	-20[20 µM]	8	1	0.6	0	2	13	0.51
O=C(c1cc2ccccc2o1)N1CCCCCC1	-0.3	0[20 µM]	-1	-1	-1.7	-16	-4	35	-0.13

Arranged by SMILES length (rising): 5 of the compounds above
SMILES	zfTRPN1 agonist	Furin inhibitor	Calpain2 inh	Tb hexokinase	TRPML3 agonist	EBV gp42 inh	Thrombin inh	PPC-1+TRAIL kill	Cl transport mod
Cc1sc2ncnc(NCc3ccco3)c2c1C	3.0	-15	-50	-2	2.2	-3	1	7	-0.43
Clc1cccc(CON/C=N/c2ncnc3sccc23)c1	2.2	-3[20 µM]	13	0	-0.5	2	-6	14	·
O=C(NC(=S)N1CCN(C2CCCCC2)CC1)c1ccccc1	0.7	-7	-9	-8	0.8	-5	-6	-2	35*
Cc1noc(C)c1COC(=O)c1cc2c3ccccc3n(C)c2s1	-1.6	-3	-51	-19	0.0	-5	-9	17	-0.93
COc1ccc(CCN(C)C(=O)CSc2nc3ncc(Cl)cc3[nH]2)cc1OC	0.8	-24	-19	-5	-0.7	-8	-2	2	-0.28
